# Neddylation inh: inhibitors of human cullin neddylation. TR-FRET cullin neddylation, biochemical. P61081+Q13564. 360,000 compounds, 0.58% hits. calls only at 25 µM; in the data active = inhibition above about 36%
# Rin1 Abl inh: human Rin1-Abl interaction inhibition; P00519+Q13671; TR-FRET Rin1/Abl binding, biochemical; inhibition, % at 7.35 µM; 360,000 compounds, 0.4% hits; AID 588664; in the data active = inhibition above about 5%, passing the limit was not always enough
# Target sequence (P00519 whole entry, looked up): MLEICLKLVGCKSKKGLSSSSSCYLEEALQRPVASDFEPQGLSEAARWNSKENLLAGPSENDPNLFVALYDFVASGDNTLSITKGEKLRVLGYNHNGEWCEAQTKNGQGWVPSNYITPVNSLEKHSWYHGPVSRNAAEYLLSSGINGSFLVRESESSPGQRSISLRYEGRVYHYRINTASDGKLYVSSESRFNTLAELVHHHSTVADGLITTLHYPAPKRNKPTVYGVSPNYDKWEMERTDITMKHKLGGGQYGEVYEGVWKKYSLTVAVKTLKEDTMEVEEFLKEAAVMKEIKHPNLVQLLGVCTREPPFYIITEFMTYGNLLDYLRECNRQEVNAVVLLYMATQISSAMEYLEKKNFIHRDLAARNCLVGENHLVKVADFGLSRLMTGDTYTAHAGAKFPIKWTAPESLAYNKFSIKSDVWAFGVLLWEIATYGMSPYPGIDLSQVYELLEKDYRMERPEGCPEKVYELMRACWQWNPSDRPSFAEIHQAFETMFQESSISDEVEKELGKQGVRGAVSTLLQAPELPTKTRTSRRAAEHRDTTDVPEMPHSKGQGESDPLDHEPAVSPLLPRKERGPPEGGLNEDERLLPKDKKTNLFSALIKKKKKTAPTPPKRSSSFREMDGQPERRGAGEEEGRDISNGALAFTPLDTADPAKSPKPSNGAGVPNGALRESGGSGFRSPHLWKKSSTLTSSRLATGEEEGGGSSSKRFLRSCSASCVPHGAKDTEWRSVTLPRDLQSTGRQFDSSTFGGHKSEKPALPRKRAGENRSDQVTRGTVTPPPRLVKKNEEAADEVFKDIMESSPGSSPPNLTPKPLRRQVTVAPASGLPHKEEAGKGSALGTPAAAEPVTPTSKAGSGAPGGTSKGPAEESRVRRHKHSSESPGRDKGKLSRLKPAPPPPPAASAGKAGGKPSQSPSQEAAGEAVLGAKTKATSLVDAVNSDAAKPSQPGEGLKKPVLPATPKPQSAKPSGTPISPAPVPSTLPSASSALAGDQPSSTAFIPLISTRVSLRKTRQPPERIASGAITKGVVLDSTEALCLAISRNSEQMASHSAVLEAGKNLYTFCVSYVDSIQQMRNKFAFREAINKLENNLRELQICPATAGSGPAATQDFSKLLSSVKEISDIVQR
# Target sequence (Q13671 whole entry, looked up): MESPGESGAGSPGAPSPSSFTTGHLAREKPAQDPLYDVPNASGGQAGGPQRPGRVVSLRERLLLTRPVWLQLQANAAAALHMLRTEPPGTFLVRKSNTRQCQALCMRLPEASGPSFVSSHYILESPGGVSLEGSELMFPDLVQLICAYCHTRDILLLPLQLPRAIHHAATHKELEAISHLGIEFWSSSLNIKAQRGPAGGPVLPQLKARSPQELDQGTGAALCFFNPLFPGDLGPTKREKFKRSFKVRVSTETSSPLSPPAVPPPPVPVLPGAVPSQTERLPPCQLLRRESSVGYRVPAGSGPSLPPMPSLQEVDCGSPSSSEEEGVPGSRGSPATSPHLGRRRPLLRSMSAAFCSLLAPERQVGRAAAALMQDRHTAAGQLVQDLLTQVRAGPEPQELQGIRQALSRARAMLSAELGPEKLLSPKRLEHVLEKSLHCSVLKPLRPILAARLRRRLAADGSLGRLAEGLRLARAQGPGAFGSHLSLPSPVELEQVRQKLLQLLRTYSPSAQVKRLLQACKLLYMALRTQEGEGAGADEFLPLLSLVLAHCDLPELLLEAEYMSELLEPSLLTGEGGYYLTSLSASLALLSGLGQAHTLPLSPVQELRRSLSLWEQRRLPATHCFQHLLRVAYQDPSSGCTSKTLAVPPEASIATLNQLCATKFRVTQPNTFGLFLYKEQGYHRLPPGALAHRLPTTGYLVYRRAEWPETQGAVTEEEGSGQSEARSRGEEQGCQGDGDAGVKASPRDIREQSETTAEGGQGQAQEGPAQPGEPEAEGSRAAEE
# MsrA inhibitor: inhibits bovine methionine sulfoxide reductase A; purified bovine MsrA, absorbance read-out; inhibition, % at 15.5 µM; 360,000 compounds, 0.75% hits; in the data active = inhibition above about 4.5%;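 also: 0% = vehicle wells with enzyme and 100% = reference inhibitor wells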
# FAS-TE inh: inhibitors of human fatty acid synthase thioesterase domain | inhibition, % at 15 µM | P49327 | 360,000 compounds, 0.67% hits | recombinant FAS-TE, OMFH fluorogenic substrate, fluorescence endpoint;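 active = compounds whose normalised, plate-corrected inhibition of enzyme fluorescence in the single-dose primary screen is 50% or more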;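 also: 0% = DMSO with enzyme and 100% = substrate without enzyme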
# NRP1-CendR mod: modulators of CendR peptide binding to human neuropilin-1; inhibition, % at 25 µM; AID 602438; 360,000 compounds, 0.85% hits; FAM-RPARPAR peptide binding to NRP-1, fluorescence polarization;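 active = inhibition or corrected inhibition above about 18%, plus a signal ratio from 0.5 to 1.5, limit read from the data, passing the limit was not always enough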; also: strong numbers were not always called active
# SKN-1 inh: blocks SKN-1 activity in C. elegans | AID 624304 | inhibition, % at 21.8 µM | 360,000 compounds, 0.49% hits | C. elegans VP596 Pgst-4::GFP/RFP ratio, acrylamide-induced, 24 h;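 active = interference check ratio from 0.5 to 1.5 plus GFP to RFP signal ratio inhibition reaching or exceeding a fixed threshold, cut at about 30% in these data, passing the limit was not always enough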; also: some compounds called inactive have numbers as strong as hits
# eLon inh: inhibits E. coli Lon protease. P0A9M0. purified E. coli Lon protease, fluorescence polarization. 360,000 compounds, 0.42% hits. inhibition, % at 7.94 µM; in the data active = inhibition above about 13%, passing the limit was not always enough;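 also: 0% = enzyme with probe and DMSO and 100% = no enzyme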
# bovine MsrA act: bovine methionine sulfoxide reductase A activation. 360,000 compounds, 0.3% hits. purified bovine MsrA, absorbance read-out. activation, % at 10.6 µM. AID 602163; in the data active = activation above about 7.5%;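 also: 0% = vehicle and 100% = reference activator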
# MT1-MMP act inh: blocks activation of human MT1-MMP; 360,000 compounds, 0.061% hits; AID 651647; HT1080 RFP-PRO-GFP cells, GFP/RFP ratio fluorescence, overnight; percent of plate control window, DMSO zero; P50281; GFP/RFP ratio change, % at 20 µM;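 active = GFP/RFP ratio change of at least 30% with cell ATP level not reduced by more than half and red fluorescence within 50% of control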; also: strong numbers were not always called active
#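 Test system: HT1080 cells expressing an RFP-PRO-GFP fluorescent reporter construct / Compound dosing: single-point 20 µM compound, 1% DMSO / Schedule: cells overnight before dosing, compound overnight, 37 °C, 5% CO2 / Evaluation: GFP/RFP fluorescence ratio / Control set: DMSO and RFP-L50D-GFP cell wells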
# * = called active by the depositor; i = inactive; . = not tested or not shown.
# Start of the listing, in advance (five entries):
SMILES,Neddylation inh,Rin1 Abl inh,MsrA inhibitor,FAS-TE inh,NRP1-CendR mod,SKN-1 inh,eLon inh,bovine MsrA act,MT1-MMP act inh
COC(=O)C1=CN(c2c(C)cc(C)cc2C)C(N)=C(C#N)C1c1ccccc1 (configuration not stated),i,.,0.5,.,-7,-17,.,.,-2
Cn1cccc1CC(=O)N/N=C/C(Cl)=C/c1ccccc1,i,0,0.7,-6,-10,8,-12,-3,-2
O=C1NC2(CCc3ccccc3C2)C(=O)N1CCOc1cccc(Cl)c1 (configuration not stated),i,-4,-2.6,27,2,3,-11,-2,-1
CCC(CC)C(=O)OCC(=O)C1(O)CCC2C3CCC4=CC(=O)CCC4(C)C3C(O)CC21C (configuration not stated),i,-1,1.6,6,-3,22,-5,-2,4
Cc1ccc(CCN2CC(C(=O)O)CC2=O)cc1 (configuration not stated),i,0,-0.1,-12,-4,6,-5,-3,1

# The whole of this part, previewed entries included:
SMILES,Neddylation inh,Rin1 Abl inh,MsrA inhibitor,FAS-TE inh,NRP1-CendR mod,SKN-1 inh,eLon inh,bovine MsrA act,MT1-MMP act inh
COC(=O)C1=CN(c2c(C)cc(C)cc2C)C(N)=C(C#N)C1c1ccccc1 (configuration not stated),i,.,0.5,.,-7,-17,.,.,-2
Cn1cccc1CC(=O)N/N=C/C(Cl)=C/c1ccccc1,i,0,0.7,-6,-10,8,-12,-3,-2
O=C1NC2(CCc3ccccc3C2)C(=O)N1CCOc1cccc(Cl)c1 (configuration not stated),i,-4,-2.6,27,2,3,-11,-2,-1
CCC(CC)C(=O)OCC(=O)C1(O)CCC2C3CCC4=CC(=O)CCC4(C)C3C(O)CC21C (configuration not stated),i,-1,1.6,6,-3,22,-5,-2,4
Cc1ccc(CCN2CC(C(=O)O)CC2=O)cc1 (configuration not stated),i,0,-0.1,-12,-4,6,-5,-3,1
CCC(SCC(=O)OC)C(=O)Nc1nnc(C(C)C)s1 (configuration not stated),i,-4,0.1,-7,-3,-5,-13,-8,3
CCN(CC)c1ccc(NC(=O)C2CC(=O)N(Cc3ccccc3)C2)cc1 (configuration not stated),i,-3,-0.4,-2,7,10,-3,-3,-1
CCC(=O)/C(=C(/O)c1ccccc1)c1nc2ccccc2[nH]1,i,2,2.4,0,0,13,3,0,-2
COc1cc(/C=C(/NC(=O)c2ccccc2)C(=O)N2CCOCC2)c([N+](=O)[O-])cc1OC,i,1,0.8,-3,7,3,0,-6,2
CC(C)(CO)NCC#Cc1ccccc1,i,1,0.0,-9,-4,5,-3,-3,0
CCC(C(=O)Nc1ccc([N+](=O)[O-])cn1)c1ccccc1 (configuration not stated),i,-2,1.1,13,5,18,-1,-10,3
Cc1cc(C)nc(NN=C2CCCC2)n1,i,0,-0.2,-5,-5,6,-14,-4,3
CCC(=O)Nc1ccc(C(=O)c2ccccc2)cc1,i,4,0.6,-5,-15,-5,-10,-1,4
CC(C)CCC(=O)N1CCOC1=O,i,4,-0.1,-12,-2,1,-4,-3,3
COc1cc2c(cc1OC)C(C(=O)NCc1ccco1)C1c3ccccc3CCN1C2=O (configuration not stated),i,-3,-0.3,0,13,-7,5,-2,1
CCc1ccc(N=Nc2ccc(O)c3[nH]cnc23)cc1,i,2,0.3,-1,-153,6,-273,-2,-104
CCOc1cc(C2C(C#N)=C(N)Oc3n[nH]c(C)c32)ccc1OCCN1CCOCC1 (configuration not stated),i,3,0.4,-5,-1,16,-3,-2,-1
COCCN1C=C(C(=O)OC)C(c2ccccc2Cl)C(C(=O)OC)=C1,.,2,2.6,-1,22*,1,2,-4,-2
CC(Sc1nnc(-c2ccc(Cl)cc2)n1N)C(=O)NCC1CCCO1 (configuration not stated),i,1,-1.6,-5,-5,8,1,2,0
COc1ccc(CCNC(=O)COC(=O)/C=C/c2ccc(OC)cc2OC)cc1,i,-1,1.4,6,3,-13,3,-3,-2
Cc1cc(NC(=O)CSc2nnc(-c3c[nH]c4ccccc34)n2-c2ccc(Cl)cc2)no1,i,4,0.6,2,-84,3,-4,-1,-6
CCOc1ccc(C(=O)NCC(=O)OCc2c(F)cccc2Cl)cc1,i,-1,0.3,8,10,10,-4,-4,5
CCN(CC)c1ncnc2sc(C(=O)N3CCN(c4ccccc4)CC3)c(C)c12,i,-5,0.3,5,3,-3,-14,2,-3
CCn1c(CNC(=O)c2ccccc2F)nnc1SCC(=O)NC1CCCCC1,i,2,-0.2,-5,4,-3,-2,3,0
CCOc1ccc(N(CC(=O)NCCOc2ccccc2OC)S(=O)(=O)c2ccccc2)cc1,i,1,-0.5,12,-4,24,7,-3,-4
COc1ccc(NC(=S)NNC(=O)OC(C)(C)C)cc1OC,i,1,-0.2,-3,-1,13,-8,-1,1
COc1ccc(CCNC(=O)CSc2nc(N)cc(=O)[nH]2)cc1OC,i,7,0.0,-4,10,-15,-7,-6,9
CC(C)(C)n1nnnc1C(c1cccc(C#N)c1)N1CCC(Cc2ccccc2)CC1 (configuration not stated),i,1,1.4,29,12,2,0,-7,-13
CC1(CC(=O)N/N=C/c2ccc(-c3cccc(C(F)(F)F)c3)o2)OCCO1,i,-4,3.8,-7,-1,7,2,-5,1
CCCCCC(=O)N1CCN(S(=O)(=O)c2ccc3c(c2)OCCO3)CC1,i,1,0.4,1,0,29,-10,-2,3
CC1(c2nnnn2Cc2ccccc2)CCC(=O)N1CC1CCCCC1 (configuration not stated),i,.,0.4,-2,-3,8,-5,-3,6
COc1ccccc1NC(=O)CN(Cc1ccco1)C(=O)c1cncc(Br)c1,i,4,0.8,-1,7,-12,3,-5,-2
C#Cc1ccc(CN2CCC(Oc3cc(C(=O)NC4CC4)ccc3OC)CC2)cc1,i,-1,-0.3,-4,-7,-3,-3,-3,-2
O=[N+]([O-])c1cccc(/C(=N/N=C/c2ccccc2Br)C23CN4CN(CN(C4)C2)C3)c1,i,0,-0.7,-26,-3,21,1,0,1
Nc1nnc(CC(=O)N/N=C/c2ccccc2OCc2ccc(F)cc2)s1,i,-2,0.0,3,-5,10,8,-3,5
Cc1cc2[nH]c(=O)c(=O)[nH]c2cc1S(=O)(=O)NCc1ccc(Cl)cc1,.,-2,.,-2,-3,-6,-4,-2,0
CN(C)CCCN(C(=O)c1ccc(S(=O)(=O)N2CCCCCC2)cc1)c1nc2cc3c(cc2s1)OCCO3,i,4,0.1,32,-6,-7,0,-1,-3
COC(=O)C[C@@H]1OC[C@H](CO)N1S(=O)(=O)c1ccc(C)cc1,i,.,0.1,.,8,5,.,.,3
CC1=CCC2C(=O)N(c3nc(C)cc(C)n3)C(=O)C2C1 (configuration not stated),i,0,-0.8,-5,7,-16,-3,-3,8
O=C(CCCC(=O)NN=Cc1cccc(O)c1)NN=Cc1cccc(O)c1,i,-3,0.1,-6,-2,11,-10,-2,-1
O=C(NCc1ccco1)/C(=C\c1ccco1)NC(=O)c1ccc(Br)o1,i,-1,-0.1,-12,1,8,7,-1,1
Cc1cccc2sc(NC(=O)Cn3cccc3)nc12,i,2,0.7,7,0,0,0,-1,-6
CCOc1ccc2nc(NS(C)(=O)=O)sc2c1,i,-2,1.0,-5,3,8,9,0,0
O=C(C1CCCN(C2CC(=O)N(c3ccc(Cl)cc3)C2=O)C1)N1CCCC1 (configuration not stated),i,0,0.4,-6,2,-4,-3,-3,1
C=CCNc1ncnc2c1[nH]c1ccc(C)cc12,.,-3,1.1,-6,7,7,-9,-5,16
COc1ccc(C2=NCCn3cccc32)c(OC)c1,i,-1,3.6,-9,-5,-3,-2,-6,-2
Cc1ccc(O)c(CP(=O)(c2ccccc2)c2ccccc2)c1,i,0,-1.2,-6,12,1,-5,-2,8
CCOc1ccc(S(=O)(=O)NCCC(=O)NCC(c2ccc(OC)cc2)N2CCCC2)cc1 (configuration not stated),i,1,0.1,-5,3,5,-7,-2,2
Cc1ccccc1N1CCN(S(=O)(=O)c2ccc3ccccc3c2)CC1,i,0,-0.3,26,2,20,-6,-9,6
O=C(COC(=O)c1n[nH]c2ccccc12)NC(=O)NC1CCCC1,i,-2,-0.3,-12,19,-9,5,3,2
CC1(C)CC(N2CCOCC2)=CC(=S)N1,i,1,.,-2,2,4,17,-4,-4
COc1ccccc1-n1cnnc1SC(C)C(=O)Nc1ccc(NC(C)=O)cc1 (configuration not stated),i,0,0.5,-4,-10,1,-1,-2,1
COCc1cc(=O)[nH]c(/N=C(\N)Nc2cccc(C)c2)n1,i,-1,1.0,-8,8,6,3,-4,4
O=C(/C=C/c1ccccc1)Nc1cccnc1Oc1ccccc1F,i,2,0.8,36,6,10,-3,-3,0
Cc1cccc(C)c1-n1nnnc1SCC(=O)c1c(N)n(C2CC2)c(=O)[nH]c1=O,i,8,0.4,-8,2,7,-10,1,-6
CCN(CC(=O)NCc1ccc(Cl)cc1)C(=O)CSCC(=O)Nc1cccc(C)c1,i,5,1.5,0,-3,1,-7,0,0
CN1CCN(CCOC2Cc3ccccc3Sc3ccc(Cl)cc32)CC1 (configuration not stated),i,1,0.1,2,6,1,5,-3,-6
COc1ccc(-c2cc(C)no2)cc1S(=O)(=O)NCC1CCN(Cc2cc(C)ccc2C)CC1,i,1,-1.0,1,-25,13,-5,-3,3
CCN=C1S/C(=C\c2cc(Br)ccc2OCC(=O)OCC)C(=O)N1CC,.,-1,-0.6,33,-10,-9,-18,-3,-2
CC1CCCC(C)N1C(=O)Cn1cc(C#N)c2ccccc21 (configuration not stated),i,-2,1.3,1,1,-9,-2,-1,5

# Next compounds
SMILES,Neddylation inh,Rin1 Abl inh,MsrA inhibitor,FAS-TE inh,NRP1-CendR mod,SKN-1 inh,eLon inh,bovine MsrA act,MT1-MMP act inh
CC(NC(=O)C(C)N1CCN(S(=O)(=O)c2ccccc2)CC1)c1ccccc1 (configuration not stated),i,3,-1.1,-3,2,-7,0,-2,1
O=C(NCC(=O)N1CCN(S(=O)(=O)c2cccc(F)c2)CC1)c1ccc(Br)o1,i,2,-0.7,-2,8,4,5,-5,-3
CC#CC[N+](C)(C)CC(=O)c1ccccc1,i,-1,0.4,-3,-6,-3,-4,-3,4
Fc1ccccc1Cc1noc(CN2CCC(OCc3cccnc3)CC2)n1,i,1,0.5,-4,-1,8,-1,-4,0
Cc1ccc(CN2C(=O)N/C(=C\c3ccc(-c4ccc(C(=O)O)cc4C)o3)C2=O)cc1,.,-4,-1.2,-35,-30,-6,-2,-2,-2
Cc1cc(NC(=O)CSc2nnc(-c3ccco3)n2C)no1,i,4,1.2,-6,3,3,-11,0,-1
Cc1cc(=O)oc2cc3c(cc12)OCCO3,.,1,3.5,-4,-2,-17,-8,-4,0
Cc1cc(NC(=O)CSc2nccn2-c2ccc(Cl)cc2)no1,i,-2,1.0,-2,18,-9,4,-3,1
CC(=O)Nc1cc(C(F)(F)F)ccc1OCC1CCCO1 (configuration not stated),i,0,1.5,-1,15,37*,6,-2,2
Nc1cc(C(=O)OCC(=O)Nc2cccc(S(=O)(=O)N3CCOCC3)c2)ccc1Cl,i,1,0.5,-1,9,0,-2,-3,-1
O=C(CSc1nnc(-c2cccs2)n1CC1CCCO1)N1CCCC1 (configuration not stated),i,0,-1.2,-8,7,-8,-3,-7,-1
COC(=O)c1sc(NC(=O)CCCn2nc([N+](=O)[O-])cc2C)c(C(=O)OC)c1C,i,1,-1.0,20,-9,5,2,-9,10
CC(=O)Nc1ccc(S(=O)(=O)N2CCN(c3cc(C)nc4ccccc34)CC2)cc1,i,-3,1.7,17,-18,6,0,-2,-1
COc1ccc(C)cc1Nc1n[n+](-c2ccccc2)c(-c2c(OC)ccc3ccccc23)s1,i,-2,-0.3,-151,7,6,-13,3,10
O=C(Nc1ccccc1C(=O)NC1CCCC1)NC1CCCC1,i,3,0.9,1,-13,-9,-10,-2,6

# Screens: PubChem BioAssay, several laboratories
